Compound activity from PubChem BioAssay.
ROCK2 blocker: ROCK2 (human) kinase inhibition. O75116. purified ROCK2, Kinase-Glo ATP depletion luminescence. inhibition, % at 6 µM. 60,000 tested, 0.35% active. AID 604;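 active means inhibition above the screen-wide mean inhibition plus 3 SD, cut at about 18% in these data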;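 further: plate controls were DMSO wells for no effect and Y-27632 control wells after no-enzyme background subtraction for full effect; many of its hits are not listed in these tables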
HER2 expr 66K: lowers expression of human Her2 kinase | HER2 level % of control, % at 10 µM | 65,000 tested, 0.69% active | SKBR-3 HER2 protein level, AlphaScreen, 18-24 h; active compounds read low | P04626;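 active means HER2 level under 5% of the carrier-only control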;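 further: 100% = DMSO carrier and 0% = 500 nM PU-H71 HSP90 inhibitor; lower value means stronger loss of Her2 protein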
MKP-1 inh: human dual specificity phosphatase 1 inhibition | P28562 | recombinant MKP-1, OMFP hydrolysis fluorescence | inhibition, %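 (compounds tested at a single concentration somewhere between 10 and 100 µM)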 | 65,000 tested, 0.15% active;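 active means inhibition above about 50%, limit read from the data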;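 further: 0% = DMSO max control wells and 100% = wells with enzyme stopped by NaOH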
Target sequence (P28562 whole entry, looked up): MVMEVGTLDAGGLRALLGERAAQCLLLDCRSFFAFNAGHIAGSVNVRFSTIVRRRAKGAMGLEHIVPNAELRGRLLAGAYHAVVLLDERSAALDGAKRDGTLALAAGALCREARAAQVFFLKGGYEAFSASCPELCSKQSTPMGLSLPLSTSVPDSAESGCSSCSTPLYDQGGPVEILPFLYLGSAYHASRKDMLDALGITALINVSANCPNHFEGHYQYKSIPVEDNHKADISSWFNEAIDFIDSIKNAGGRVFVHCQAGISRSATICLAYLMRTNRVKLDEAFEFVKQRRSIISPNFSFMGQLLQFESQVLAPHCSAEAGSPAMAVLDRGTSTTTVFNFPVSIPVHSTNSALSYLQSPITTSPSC
Cdc25B block: inhibitors of human Cdc25B phosphatase. P30305. recombinant Cdc25B, OMFP fluorescence Ex485/Em525. inhibition, %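 (compounds tested at 10 µM final in the well)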. 65,000 tested, 0.1% active; in the data active means inhibition above about 50%
Target sequence (P30305 whole entry, looked up): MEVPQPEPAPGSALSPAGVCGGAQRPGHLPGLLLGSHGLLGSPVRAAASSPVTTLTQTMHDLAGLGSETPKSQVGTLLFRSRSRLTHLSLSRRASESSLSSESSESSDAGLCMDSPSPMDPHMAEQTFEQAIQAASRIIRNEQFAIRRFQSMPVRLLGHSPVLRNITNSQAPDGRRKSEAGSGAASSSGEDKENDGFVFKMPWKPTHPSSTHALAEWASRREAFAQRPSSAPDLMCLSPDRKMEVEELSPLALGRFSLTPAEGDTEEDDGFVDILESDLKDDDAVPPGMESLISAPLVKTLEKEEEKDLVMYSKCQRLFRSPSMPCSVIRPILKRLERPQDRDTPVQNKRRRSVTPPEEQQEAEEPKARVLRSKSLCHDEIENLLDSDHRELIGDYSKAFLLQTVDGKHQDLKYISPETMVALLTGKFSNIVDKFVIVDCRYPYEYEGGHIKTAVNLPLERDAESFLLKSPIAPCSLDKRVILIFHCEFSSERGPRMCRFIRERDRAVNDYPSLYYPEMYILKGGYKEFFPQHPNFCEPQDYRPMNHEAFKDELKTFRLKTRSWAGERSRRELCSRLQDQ
JNK3 inh: inhibitors of human JNK3 kinase; inhibition, % at 8 µM; P53779; purified JNK3 kinase activity, HTS; 60,000 tested, 0.61% active; in the data active means inhibition above about 17%;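 further: 0% = DMSO and 100% = reference inhibitor; many of its hits are not listed in these tables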
A340 absorber: compound absorbs light at 340 nm | compound absorbance at 340 nm, fold over control | fold change at 10 µM | 65,000 tested, under 10 active;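 active means at 10 µM dose, initial 340 nm absorbance at least 2 fold that of control wells; inactive means change under 2 fold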;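 further: initial absorbance extrapolated from kinetic A340 decline of NADH oxidation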
Autofluor 339: intrinsic fluorescence of library compounds, ex339/em460 – biochemical, MLSMR library, data from DPM-DC assay, artefact control, profiling panel | AID 709 | fluorescence fold increase at 10 µM | compound autofluorescence, ex339/em460 nm, NADH buffer; active compounds read high; 1 = no-compound wells, NADH background | 65,000 tested, 5.5% active;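 active means at 10 µM, mean starting fluorescence two-fold or more over control wells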;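 further: signal is the first read of a kinetic run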
PKA kinase inh: PKA (human) kinase inhibition; inhibition, % at 6 µM; 65,000 tested, 0.1% active; PKA Kemptide phosphorylation, Kinase-Glo ATP luminescence;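 active means inhibition above the screen-wide mean inhibition plus 3 SD, cut at about 21% in these data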; further: many of its hits are not listed in these tables
Hsp90 inh: displaces geldanamycin probe from tumor Hsp90; NCI-N417 lysate Hsp90, Cy3B-geldanamycin FP displacement; inhibition, % at 30 µM; 64,000 tested, 0.35% active; P07900;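 active means inhibition above 50%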;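 further: 0% = tracer plus lysate wells and 100% = tracer alone without lysate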
Active calls of the source: *; . = not tested or not shown. Not all compounds are listed; count on the stated rates, not on these rows.

Sample of the layout (nine entries):
molecule	ROCK2 blocker	HER2 expr 66K	MKP-1 inh	Cdc25B block	JNK3 inh	A340 absorber	Autofluor 339	PKA kinase inh	Hsp90 inh
O=C(CN1C(=O)C2CCc3[nH]c4ccccc4c3C2C1=O)N1CCCC1 (stereo not drawn)	3	99	-42	9	-3	0.99	1.1	-1	-6
COc1ccc(-c2nc3c(Br)c(N)c(Br)cc3o2)cc1	0	65	-2	6	2	1.1	1.1	-8	0
CCC1CCCCN1S(=O)(=O)c1ccc(S(=O)(=O)N(Cc2cccs2)C2CC2)cc1 (stereo not drawn)	1	88	1	8	7	1	1	3	-4
Cc1cc(=O)n2c3c(sc2n1)C(=O)N(Cc1ccccc1)C3=O	3	99	8	3	3	1.1	1.2	2	3
COc1ccc(CNC(=O)c2c(O)c3ccccc3n(C)c2=O)cc1OC	5	87	19	0	-1	1	1.2	6	1
CCOc1ccc2cc(S(=O)(=O)N3CCN(C)CC3)ccc2c1	6	92	0	1	2	1.1	1.3	6	-5
Clc1ccc2nc(CN3CCCCC3)cn2c1	4	126	15	4	1	1	1.2	9	-1
CN(Cc1nc(-c2cccnc2)no1)S(=O)(=O)c1ccc(Br)cc1	6	104	12	-4	-2	1	1.1	1	-4
CCCn1c(=O)c(C(=O)Nc2ccncc2)c(O)c2ccccc21	.	75	9	-5	.	1.1	1.1	.	.

The list itself (from the top)
molecule	ROCK2 blocker	HER2 expr 66K	MKP-1 inh	Cdc25B block	JNK3 inh	A340 absorber	Autofluor 339	PKA kinase inh	Hsp90 inh
O=C(CN1C(=O)C2CCc3[nH]c4ccccc4c3C2C1=O)N1CCCC1 (stereo not drawn)	3	99	-42	9	-3	0.99	1.1	-1	-6
COc1ccc(-c2nc3c(Br)c(N)c(Br)cc3o2)cc1	0	65	-2	6	2	1.1	1.1	-8	0
CCC1CCCCN1S(=O)(=O)c1ccc(S(=O)(=O)N(Cc2cccs2)C2CC2)cc1 (stereo not drawn)	1	88	1	8	7	1	1	3	-4
Cc1cc(=O)n2c3c(sc2n1)C(=O)N(Cc1ccccc1)C3=O	3	99	8	3	3	1.1	1.2	2	3
COc1ccc(CNC(=O)c2c(O)c3ccccc3n(C)c2=O)cc1OC	5	87	19	0	-1	1	1.2	6	1
CCOc1ccc2cc(S(=O)(=O)N3CCN(C)CC3)ccc2c1	6	92	0	1	2	1.1	1.3	6	-5
Clc1ccc2nc(CN3CCCCC3)cn2c1	4	126	15	4	1	1	1.2	9	-1
CN(Cc1nc(-c2cccnc2)no1)S(=O)(=O)c1ccc(Br)cc1	6	104	12	-4	-2	1	1.1	1	-4
CCCn1c(=O)c(C(=O)Nc2ccncc2)c(O)c2ccccc21	.	75	9	-5	.	1.1	1.1	.	.
CC(=O)Oc1ccc(N(C(C)=O)S(=O)(=O)c2cccs2)cc1	6	89	-2	-13	3	1	1.1	7	-3
COc1ccc(N2CCN(C(=O)CCCOc3cc(=O)n(C)c4ccccc34)CC2)cc1	7	91	30	-9	8	0.98	0.99	-2	-3
CC1CCN(CCCNC(=O)COc2cc(=O)n(C)c3ccccc23)CC1	0	101	27	2	-3	1	1.1	-2	0
O=C(NC1CC2CCC1C2)C1CCN(S(=O)(=O)c2ccc(-c3nn[nH]n3)cc2)CC1 (stereo not drawn)	6	92	-24	12	-4	0.99	1	11	-3
CC(C)CCn1nnnc1C(c1ccc(F)cc1)N1CCC(C(N)=O)CC1 (stereo not drawn)	4	91	-13	-2	0	0.98	1.1	5	2
O=C(Cn1cc(C(F)(F)F)ccc1=O)N1CCN(S(=O)(=O)c2ccc(Cl)cc2)CC1	4	97	33	-12	-3	0.96	1.1	8	1
COC(=O)c1ccccc1NC(=O)c1cc2sccc2n1C	5	81	0	-14	7	1	1.5	15	-7
CN1/C(=C\C(=O)c2ccco2)c2ccccc2CC1(C)C	3	150	2	-21	4	1	1.1	5	-5
CCN(CC)CCCNC(=O)C1c2ccccc2Oc2ccccc21	-4	102	16	3	-1	1.1	1.1	-11	-4
Cc1oc(-c2cccc(Cl)c2)nc1CN1CCC(C(=O)N2CCN(c3ccccc3F)CC2)CC1	6	10	14	-23	1	0.99	1	6	-5
Cn1c(=O)c2c(nc(SCC(=O)NCC3CCCO3)n2C)n(C)c1=O (stereo not drawn)	0	128	-2	-10	-2	1	1.2	-3	-1
COc1ccc(S(=O)(=O)Nc2ccc(CC#N)cc2)cc1	2	47	3	-5	5	1	1.1	0	-6
Cc1c(C(=O)OCCOC(C)C)[nH]c2c1C(=O)CC(c1ccco1)C2 (stereo not drawn)	8	42	-7	-5	2	0.99	1	4	-3
COc1cc(C2CC(=O)NC3=C2C(=O)CC(C)(C)C3)cc(OC)c1O (stereo not drawn)	6	95	6	8	0	1	1.1	3	1
CC1CCc2[nH]nc(C(=O)O)c2C1 (stereo not drawn)	-2	102	0	-6	1	1	1.1	8	0
CN(C)CCNS(=O)(=O)c1ccc(Cl)cc1	4	89	4	-13	3	1	1.1	9	-3
CCCCOc1ccccc1/C=c1/sc2nc(-c3oc4ccccc4c3C)nn2c1=O	-9	146	-23	37	-5	1	1.1	2	-12
NC(=O)CSc1nc(O)cc(=O)n1-c1ccccc1	0	103	4	-4	-5	1.1	1.1	6	-5
Cc1ccc2nc3ccc(N4CCCC4)nn3c(=O)c2c1	5	66	-17	-3	6	1.1	1.6	10	0
O=C(CCOc1ccccc1)Nc1ccc(S(=O)(=O)N2CCCC2)cc1	6	90	2	-12	-2	1	1.1	3	2
COC(=O)Cn1c(=N)n(CCN2CCCCC2)c2ccccc21	-4	106	0	5	-2	0.98	1.1	-6	-1
Cc1sc2nc(CN3CCOCC3)nc(NS(=O)(=O)c3ccc4c(c3)OCCO4)c2c1C	3	81	43	1	-4	1	1.1	3	-5
COC(=O)CSc1nc2ccccc2o1	.	62	11	-13	.	1	1.1	3	.
COC(=O)c1ccc2c(=O)n(CCCCCC(=O)N3CCN(c4ccccc4)CC3)c(=O)[nH]c2c1	4	46	25	-11	3	1	1.4	9	1
C=CCn1c(NCc2ccc(N(C)C)cc2)nc2ccccc21	12	119	-5	-3	-11	1	0.99	8	-8
COc1ccc(CCn2c(-c3ccco3)nc3nc4ccccc4nc32)cc1	-6	90	-9	3	-6	1	1.4	-2	-19
CCOc1ccc(NC(=O)CN2CCN(CC(=O)c3ccc(OC)c(OC)c3)CC2)cc1	4	101	20	-17	-1	1	1.1	6	-2
CCN(CC)CCCN(C(=O)c1cccs1)c1nc(-c2ccc(OC)cc2)cs1	0	95	-7	-30	3	0.99	1	3	-5
CCCC(=O)Nc1cc(=O)[nH]c2ncnn12	1	77	1	-14	1	0.96	1.1	7	1
COc1cc(C2C(C(=O)c3sc(C)nc3C)=C(O)C(=O)N2CCN(C)C)cc(OC)c1OC (stereo not drawn)	8	97	-16	6	2	1	1	5	-3
COc1ccc(CCNC(=O)C2CCN(S(=O)(=O)N3CCCCCC3)CC2)cc1OC	8	116	20	-14	1	1	1.1	8	1
CC1(C(=O)NC2CCCCCCC2)CCC(=O)N1Cc1cccnc1 (stereo not drawn)	-1	121	-2	-6	0	0.98	1	2	-1
Cc1ccc(CNC(=O)C2CCCN(S(C)(=O)=O)C2)cc1 (stereo not drawn)	.	104	4	-10	.	1	1.1	10	-4
CC(C(=O)Nc1cccnc1)N1C(=O)C2C3C=CC(C3)C2C1=O (stereo not drawn)	3	81	8	-12	1	1	1.2	7	6
Cc1noc(C(=O)N2CCN(c3ccc(F)cc3)CC2)c1Cl	6	93	1	-15	-3	1.1	1.1	5	0
CC(C)OCCCn1c(=S)[nH]c2ccc(N3CCOCC3)cc2c1=O	.	90	6	0	.	1	3.7*	6	-5
COc1ccccc1-c1nn2c(-c3ccc(C(C)(C)C)cc3)nnc2s1	-8	92	11	11	-4	1	1.1	0	-1
Cc1ccc2cccc(NC(=O)c3ccc(Br)o3)c2n1	5	57	-22	2	11	1	1.1	-8	1
COC(=O)C1=C(C)N(c2ccc(Cl)c(Cl)c2)C(=O)C1	5	101	-6	7	-3	1.1	1.1	4	-2
CC(C)c1nnc(NC(=O)CSc2ncn[nH]2)s1	6	119	0	-5	1	1.1	1	7	-1
COc1ccc(N(Cc2cc3ccc(C)cc3[nH]c2=O)C(C)=O)cc1	4	90	0	4	0	1.1	1.2	7	-9
O=C(CCC1N=C2c3ccccc3N=C(SCc3ccc(Cl)cc3)N2C1=O)NCc1ccco1 (stereo not drawn)	4	115	43	-12	2	1	1.7	11	-7
Cc1cc(C(=O)COc2cccc3cccnc23)c(C)n1C	-1	82	-3	-9	-7	1	1.1	3	-2
O=C(Nc1ccc2c(c1)OCO2)c1cnn2c1NC(c1ccco1)CC2C(F)(F)F (stereo not drawn)	16	96	26	6	-2	1	1.1	12	1
N#Cc1ccccc1Cn1c(=O)n(CCCC(=O)NCc2ccc3c(c2)OCO3)c(=O)c2ccccc21	3	71	8	-6	1	1.1	1.1	6	-2
COc1cc(S(=O)(=O)N2CCOCC2)ccc1NC(=O)COC(=O)c1ccccn1	.	66	14	-15	.	1	1	7	-4
CCn1c(SCC(=O)C(C)(C)C)nnc1-c1ccccc1OC	-3	104	-19	-12	-6	0.97	1.1	7	-6
CCC1(C)Cc2nc3sc(C(=O)O)c(N)c3cc2CO1 (stereo not drawn)	.	102	7	-8	.	1.1	1.1	6	.

Whole records, looked up by structure.
`CC(C)c1nnc(NC(=O)CSc2ncn[nH]2)s1` across the screens: ROCK2 blocker: 6; HER2 expr 66K: 119; MKP-1 inh: 0; Cdc25B block: -5; JNK3 inh: 1; A340 absorber: 1.1; Autofluor 339: 1; PKA kinase inh: 7; Hsp90 inh: -1
`COc1ccccc1-c1nn2c(-c3ccc(C(C)(C)C)cc3)nnc2s1` across the screens: ROCK2 blocker: -8; HER2 expr 66K: 92; MKP-1 inh: 11; Cdc25B block: 11; JNK3 inh: -4; A340 absorber: 1; Autofluor 339: 1.1; PKA kinase inh: 0; Hsp90 inh: -1
